Assay outcomes from PubChem.
KB-3-1 cytotox = kills parental KB-3-1 adenocarcinoma cells; Potency, µM (doses to about 46.1 µM), for inactives: top-dose activity change, negative = cytotoxic, most hits filed as cytotoxic; 400,000 compounds, 1.4% hits; KB-3-1 viability, CellTiter-Glo ATP luminescence, 72 h; further: potency means the concentration at half of the fitted maximal effect; on the % scale 0 is the no-effect control and ±100 the full control effect; nearly all actives have a fitted effect of over 60% in size
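Cytotoxicity measured as CellTiter-Glo luminescence after 72 h at 37 C. Compound titrations were pinned onto drug-naive KB-3-1 parental adenocarcinoma cells grown in DMEM with 10% FBS, and normalized data fitted to concentration-response curves.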
IL1B secr inh = inhibitors of inflammasome signaling (IL-1 beta secretion) | AID 743279 | activity change, % at 57.5 µM | 360,000 compounds, 4.7% hits | THP-1 LPS/ATP IL-1B secretion, AlphaLISA, 16 h; hits give low values; in the data active means activity change below about -50%; inconclusive means mostly about -30% to -49%; further: on the % scale 0 is the no-effect control and ±100 the full control effect
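THP-1 cells pretreated 1 hr with compounds (up to 57.5 uM final), then stimulated with LPS (250 ng/mL final) plus ATP (1.25 mM final); secreted IL-1B measured by AlphaLISA after 16 hr, decreased signal indicating inhibition.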
ATXN viability = reduces viability in counter-screen for ATXN expression inhibitors; S2 cells (HEK-293 line with an ATXN2-luciferase reporter) viability, CellTiter-Fluor protease fluorescence, 24 h; 400,000 compounds, 0.49% hits; Potency, µM (doses to about 56.7 µM), actives largely listed as cytotoxic; further: potency means the concentration at half of the fitted maximal effect; nearly all actives have a fitted effect of over 40% in size
HT1080-NT tox = kills 2HG-producing HT-1080-NT fibrosarcoma cells; 360,000 compounds, 1.6% hits; Potency, µM (highest dose often 46.1 µM), without a hit: at the top dose activity, negative = less viability, actives largely listed as cytotoxic; AID 686970; HT-1080-NT fibrosarcoma viability, CellTiter-Glo ATP luminescence, 48 h;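 further: NT is the 2HG producing partner of a matched IDH1 knockdown line; potency means the concentration at half of the fitted maximal effect; 0% = DMSO-treated cells and -100% = media-only wells without cells; nearly all actives have a fitted effect of over 55% in size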
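Viability by CellTiter-Glo luminescence after 48 h compound exposure at 37C of HT-1080-NT cells (750/well, RPMI, 5% FBS). % activity scaled between DMSO wells and medium-only wells, then curve-fitted and categorized by curve class.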
HT1080 IDH1KD tx = kills HT-1080 cells with IDH1 knockdown. AID 686971. HT-1080 IDH1 knockdown viability, ATP luminescence, 48 h. Potency, µM (doses to about 46.1 µM), without a hit: at the top dose activity, negative = toxicity, most hits filed as cytotoxic. 360,000 compounds, 2% hits;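 further: potency means the concentration at half of the fitted maximal effect; 0% = DMSO wells and -100% = cell-free medium wells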
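CellTiter-Glo luminescence after 48 h compound exposure at 37 degrees C of IDH1-knockdown HT-1080 cells in 5% FBS RPMI. %Activity scaled between DMSO wells and cell-free media wells, with curves fitted and assigned curve classes.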
ATXN2 expr inh = inhibitors of ATXN2 expression; HEK-293 ATXN2-luciferase reporter, luminescence, 24 h; 360,000 compounds, 0.72% hits; Potency, µM (top dose mostly 57 µM), for inactives: at the top dose activity change, negative = inhibition, hits mostly inhibitors; AID 1745845; further: potency means the concentration at half of the fitted maximal effect; on the % scale 0 is the no-effect control and ±100 the full control effect; nearly all actives have a fitted effect of over 55% in size
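ATXN2-luciferase reporter cells (luciferase flanked by upstream and downstream ATXN2 gene portions) were treated 24 h at 37 °C with compounds at up to 57 uM. SteadyGlo luminescence gave expression; GF-AFC fluorescence gave viability.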
HepG2 tox = HepG2 cytotoxicity, counter-screen for TGF-b inhibitors; Potency, µM (titrated, usually from 46.1 µM), without a hit: top-dose activity change, negative = cytotoxicity, actives largely listed as cytotoxic; AID 588856; HepG2 CAGA-GFP viability, ATP luminescence, 18 h; 410,000 compounds, 0.76% hits; further: potency means the concentration at half of the fitted maximal effect; some results filed as inactive show a strong effect at the top dose
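CellTiter-Glo luminescence gave cytotoxicity after 18 hours at 37 degrees C. The cells were HepG2 CAGA-GFP in 1% FBS DMEM, stimulated with 500 pg/mL TGF-beta after compound addition. %Activity was normalised to no-cell wells (complete cell-killing) and DMSO (no toxicity), and curves were fitted and classified.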
SW480 rerep = induces DNA re-replication in SW480 colon adenocarcinoma cells; SW480 DNA re-replication, Hoechst DNA content imaging, 48 h; Potency, µM (highest dose often 46.1 µM), inactives show at the top dose re-replication activation, actives largely listed as activators; 340,000 compounds, 1.8% hits; AID 624297; further: potency means the concentration at half of the fitted maximal effect; % of control where 0% means no effect; nearly all actives have a fitted effect of over 55% in size
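Cells (250 per well) received 23 nL compound or DMSO by pin tool and were kept 48 hr at 37 C, 5% CO2. Nuclei were then stained with Hoechst for 40 min and scanned for DNA content.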
MCF10A rerep = inducers of DNA re-replication in MCF 10A breast cells; MCF 10A DNA re-replication, Hoechst nuclear intensity, 48 h; 350,000 compounds, 2.9% hits; Potency, µM (titrated, usually from 46.1 µM), inactives show at the highest dose activity, positive = re-replication, most hits filed as activators; further: potency means the concentration at half of the fitted maximal effect; % of control where 0% means no effect; nearly all actives have a fitted effect of over 50% in size
* hit, by the source's call; i = inactive; ? = inconclusive; nt = no result given; & = joins results of further samples; [ ] = remark or other dose. Unless noted, the call rests on the fitted dose curve; in most records, active means well fitted curve in the direction sought with a large enough effect; inconclusive means small, poorly fitted or top-dose-only effect, or another doubt; inactive means no such curve, though single readings can be large; an effect the other way counts as inactive or inconclusive.

SMILES	KB-3-1 cytotox	IL1B secr inh	ATXN viability	HT1080-NT tox	HT1080 IDH1KD tx	ATXN2 expr inh	HepG2 tox	SW480 rerep	MCF10A rerep
CC(=O)N1CCC(c2nc3ccccc3n2C(C)C(=O)NCc2ccccc2)CC1 (configuration not stated)	10%	25	nt	17%	6%	nt	nt	nt	nt
CCC(CC)NC(=O)c1cccc(Br)c1	-5%	25	i	1%	-6%	-9%[11.3 µM]	-13%	-1%	0%
COC(=O)COc1ccc2oc(=O)cc(-c3cc4ccccc4o3)c2c1	14%	8	i	8%	19%	-17%	12%	-22%	2%
CC1CCc2sc3ncnc(N4CCN(C)CC4)c3c2C1 (configuration not stated)	-2%	-14	i	-21%	-17%	2%	9%	-2%	1%
Cc1cccc(OCCC(=O)OCC(=O)N2CCc3ccccc32)c1	1%	29	i	10%	6%	10%	-29%	2%	1%
COC(=O)c1ccccc1N(C)S(=O)(=O)c1cc2c3c(c1)CCC(=O)N3CCC2	-2%	33	i	0%	0%	4%	-17%	-3%	6%
Cc1cc(NS(=O)(=O)c2ccc(NC(=O)c3cc4cc(Br)ccc4oc3=O)cc2)no1	9%	5	nt	19%	18%	-19%	-4%	-4%	-4%
CN(C)S(=O)(=O)N1CCN(c2cccc(Cl)c2)CC1	17%	0	i	0%	-12%	1%	-3%	-9%	-2%
C[C@@H]1CN([C@H](C)CO)S(=O)(=O)c2ccc(Br)cc2O[C@H]1CN(C)C(=O)Cc1ccccn1	0%	17	i	4%	2%	1%	-7%	nt	nt
CCCCCCCCC(c1nc2cc(C)c(C)cc2[nH]1)n1c(=O)c(-c2ccccc2Br)nc2ccccc21 (configuration not stated)	0%	0	i	13%	17%	13%	-1%	nt	nt
Cc1c(Br)c([N+](=O)[O-])nn1C(C)C(=O)NCc1cccs1 (configuration not stated)	-7%	-4	i	?	-4%[9.24 µM]	3%	0%	?	11%
O=C(COC(=O)c1ccc(Cl)cc1)NC(=O)NC1CCCC1	3%	22	i	10%	11%	12%	2%	-90%[inhibitor]	-4%
O=C(NCC(F)(F)F)c1ccc(S(=O)(=O)Nc2ccccc2N2CCCC2)cc1	-1%	42	i	1%	5%	7%	0%	2%	-9%
CCCC1=C(C(=O)OCC)C(/C=C/c2ccccc2)n2ncnc2N1 (configuration not stated)	8.9µM*	4	i	22µM*	11µM*	-24%	-2%	?	?
CCOC(=O)c1nc(Nc2cccc(C)c2)c2ccccc2n1	-5%&1%	-15	?	1%	-11%	-22%&-31%	-19%&-5%	-2%	-2%
COc1ccc(CN2CCN(CCCc3ccccc3)C(CCO)C2)c(OC)c1 (configuration not stated)	-1%	0	i	-2%	0%	-6%	-47%	-12%	?
S=C1NCN(C2CCCCC2)CN1c1ccccc1	-6%	0	i	-3%	1%	nt	-37%	?	-2%
COC(=O)c1ccccc1CON1C(=O)C(C)(C)N(OCc2ccccc2C(=O)OC)C(=O)C1(C)C	-24%	11	i	8%	-30%	-10%	-15%	-3%	1%
O=C(O)Cn1nc(-c2ccccc2)ccc1=O	-3%	6	i	-2%	-3%	4%	-1%	6%	?
CCOC(=O)[C@H]1[C@H]2COc3ccc(Cl)cc3[C@@H]2N2C(=O)c3ccccc3NC(=O)[C@@]12C	-3%	-15	i	4%	4%	7%	-18%	3%[9.22 µM]	8%
CCc1ccccc1N(CC(=O)NC(C)C)C(=O)CCC(=O)Nc1nccs1	-1%	?	i	6%	1%	-13%	-1%	-9%	?
O=C(Nc1cccc([N+](=O)[O-])c1)C1CCN(C(=O)Cc2ccccc2)CC1	-2%	-20	i	-3%	0%	-4%	-1%	0%	2%
COc1ccc(OCC(=O)NNC(=O)C2CCN(c3ncnc4sc(C)c(C)c34)CC2)cc1	16%	-10	i	0%[9.24 µM]	-9%	-22%	-34%	-6%	?
Cc1ccn2cc(CNS(=O)(=O)c3ccc(Cl)s3)nc2c1	-2%	20	i	12%	-10%	-18%	-10%	-2%	-5%
Cc1oc(C(=O)O)cc1CSCc1ccoc1C(=O)O	4%	33	i	12%	11%	1%	5%	3%	1%
O=C(COc1ccc(Cl)cc1)NCCC1=CCCCC1	3%	?	i	0%	0%	6%	-19%	0%	?
COc1ccc(OCCC(=O)OCC(=O)Nc2cccc(S(=O)(=O)N3CCOCC3)c2)cc1	13%	-18	i	10%	6%	-13%	0%	-9%	-52%[inhibitor]
CCOC(=O)CNC(=O)N1CCC(CCOc2ccccc2)(C(=O)OCC)CC1	-8%	11	i	1%	-1%	-9%	-4%	-11%	2%
CCC1CCC2(CC1)NC(=O)N(CC(=O)Nc1ccc(OC)c(Cl)c1)C2=O (configuration not stated)	0%	-9	i	0%	-5%	nt	8%	0%	-3%
COc1ccccc1NC(=O)N(C)C[C@H]1Oc2cc(Br)ccc2S(=O)(=O)N([C@H](C)CO)C[C@H]1C	17%	-14	i	0%	9%	-3%	-1%	nt	nt
Cn1nnnc1SCCCNCc1ccc(Cl)cc1	-12%	nt	?	nt	nt	-1%	-6%	nt	nt
CN(C)c1ccc(/C=N/NC(=S)NCc2ccccc2)cc1	-7%	-12	i	-8%	-11%	39%[activator]	2%	-2%	?
COC(=O)c1c(-c2ccc(C)cc2)csc1NC(=S)NC(=O)c1ccc(F)cc1	-2%	5	i	11%	13%	-6%	-2%	-5%	0%
COC(=O)CC1C(C(=O)OC)ON2OC(C(=O)OC)C(C(=O)OC)C12 (configuration not stated)	-13%	36	i	1%	7%	nt	0%	-62%[inhibitor]	-27%
CN(C)c1ccc(/C=C2/C[N+](C)(C)C/C(=C/c3ccc(N(C)C)cc3)C2=O)cc1	16µM*	-98*	13µM*	?	16µM*	-12%	13µM*	?	?
CCCCn1c(Cc2ccccc2)nnc1SCC(=O)Nc1cc(C)on1	18%	-16	i	0%	-1%	-10%	-20%	-17%	9%
CSc1nsc(SC)c1CO	5%	8	i	-2%	4%	nt	-7%	-16%	3%
COCCn1c(C(C)C)nc2sc3ccccc3c(=O)c2c1=O	7%	20	i	9%	0%	6%	0%	-15%	?
CSc1nnc(C)c(=O)n1COC(=O)COc1ccccc1	28%	1	i	14%	6%	-16%	7%	nt	-2%
CCC(=O)N1CCc2cc(Br)cc(S(=O)(=O)N3CCCC(C(=O)Nc4ccc(C(C)C)cc4)C3)c21 (configuration not stated)	4%	nt	i	nt	nt	-10%	-6%	nt	nt
CCOC(=O)c1ccc(NC(=O)c2c(N)n(Cc3ccccc3)c(=O)[nH]c2=O)cc1	-17%	36	?	3%	10%	?	23%	-2%	-13%
CC(C)c1nc2c(c(=O)c3ccccc3n2C)c(=O)n1-c1ccc(F)cc1	12%	41	i	0%	-4%	-23%	-8%	-8%	-3%
c1ccc(OCc2nc3ccccc3s2)cc1	-4%	17	i	2%	1%	88%[activator]	-2%	-5%	6%
CCCCOC(=O)Cn1cnc2ccc(Br)cc2c1=O	-1%	-5	i	4%	5%	1%	-23%	-2%	-3%
O=C(CSc1nc2sc3c(c2c(=O)[nH]1)CCC3)NCCO	-2%	29	i	-13%	1%	-5%	1%	4%	?
O=C(NC1CC1)c1ccc(COc2ccc(F)cc2)o1	13%	-4	i	-6%	1%	2%	16%	-5%	7%
Cc1nn(C)c(C)c1S(=O)(=O)NC1CCCC1	14%	6	i	6%	3%	0%	-5%	0%	-2%
C=CCNC(=O)c1csc(-c2ccccc2)n1	-1%	-3	i	5%	-10%	20%	4%	-3%	-3%
CC1CCCC(NC(=O)COC(=O)CCC(=O)c2ccc(F)cc2)C1C (configuration not stated)	nt	3	i	0%	1%	-11%	3%	-3%	-10%
CCN1CCC(n2nccc2NC(=O)c2ccccc2Cl)CC1	-3%	7	i	-9%	-4%	-21%	11%	23%	-1%
Brc1cccc(OCCN2CCCCC2)c1	14%	-7	i	2%	13%	0%	6%	3%	2%

A portion from the list above, as a working copy:
SMILES	KB-3-1 cytotox	IL1B secr inh	ATXN viability	HT1080-NT tox	HT1080 IDH1KD tx	ATXN2 expr inh	HepG2 tox	SW480 rerep	MCF10A rerep
c1ccc(OCc2nc3ccccc3s2)cc1	-4%	17	i	2%	1%	88%[activator]	-2%	-5%	6%
CCCCOC(=O)Cn1cnc2ccc(Br)cc2c1=O	-1%	-5	i	4%	5%	1%	-23%	-2%	-3%
O=C(CSc1nc2sc3c(c2c(=O)[nH]1)CCC3)NCCO	-2%	29	i	-13%	1%	-5%	1%	4%	?
O=C(NC1CC1)c1ccc(COc2ccc(F)cc2)o1	13%	-4	i	-6%	1%	2%	16%	-5%	7%
Cc1nn(C)c(C)c1S(=O)(=O)NC1CCCC1	14%	6	i	6%	3%	0%	-5%	0%	-2%
C=CCNC(=O)c1csc(-c2ccccc2)n1	-1%	-3	i	5%	-10%	20%	4%	-3%	-3%
CC1CCCC(NC(=O)COC(=O)CCC(=O)c2ccc(F)cc2)C1C (configuration not stated)	nt	3	i	0%	1%	-11%	3%	-3%	-10%
CCN1CCC(n2nccc2NC(=O)c2ccccc2Cl)CC1	-3%	7	i	-9%	-4%	-21%	11%	23%	-1%
Brc1cccc(OCCN2CCCCC2)c1	14%	-7	i	2%	13%	0%	6%	3%	2%
